# S2 tox: Viability Counterscreen for Primary qHTS for Inhibitors of ATXN expression; hit rate 0.49% among 400,000; Potency, µM (doses to about 56.7 µM), actives largely listed as cytotoxic; S2 cells (HEK-293 line with an ATXN2-luciferase reporter) viability, CellTiter-Fluor protease fluorescence, 24 h; note: potency is the fitted concentration of half-maximal effect; nearly all actives have a fitted effect of over 40% in size
# ATXN2 expr inh: Primary qHTS for Inhibitors of ATXN expression. HEK-293 ATXN2-luciferase reporter, luminescence, 24 h. Potency, µM (titrated, usually from 57 µM), inactives show at the highest dose activity change, negative = inhibition, usual class: inhibitors. hit rate 0.72% among 360,000. AID 1745845, 2022; note: potency is the fitted concentration of half-maximal effect; % is set by controls: 0 for no effect and ±100 for the full control effect; nearly all actives have a fitted effect of over 55% in size
#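 ATXN2-luciferase reporter cells (luciferase flanked by upstream and downstream ATXN2 gene portions) were treated 24 h at 37 °C with compounds at up to 57 uM. SteadyGlo luminescence gave expression; GF-AFC fluorescence gave viability.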
# MCF10A rerep: A quantitative high throughput screen for small molecules that induce DNA re-replication in MCF 10a normal breast cells; MCF 10A DNA re-replication, Hoechst nuclear intensity, 48 h; Potency, µM (highest dose often 46.1 µM), for the others: top-dose activity, positive = re-replication, most hits filed as activators; hit rate 2.9% among 350,000; note: potency is the fitted concentration of half-maximal effect; % of control where 0% means no effect; nearly all actives have a fitted effect of over 50% in size
# IL1B secr inh: qHTS for Inhibitors of Inflammasome Signaling: IL-1-beta AlphaLISA Primary Screen. THP-1 LPS/ATP IL-1B secretion, AlphaLISA, 16 h; stronger effect = lower value. activity change, % at 57.5 µM. hit rate 4.7% among 360,000. AID 743279, 2014; in the data active = activity change below about -50%; inconclusive = mostly about -30% to -49%; note: % is set by controls: 0 for no effect and ±100 for the full control effect
#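 THP-1 cells pretreated 1 hr with compounds (up to 57.5 uM final), then stimulated with LPS (250 ng/mL final) plus ATP (1.25 mM final); secreted IL-1B measured by AlphaLISA after 16 hr, decreased signal indicating inhibition.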
# HT1080 IDH1KD tx: qHTS for induction of synthetic lethality in tumor cells producing 2HG: qHTS for the HT-1080-IDH1KD cell line; HT-1080 IDH1 knockdown viability, ATP luminescence, 48 h; Potency, µM (series often up to 46.1 µM), for inactives: at the highest dose activity, negative = toxicity, actives largely listed as cytotoxic; hit rate 2% among 360,000; AID 686971, 2013;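 note: potency is the fitted concentration of half-maximal effect; 0% = DMSO wells and -100% = cell-free medium wells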
#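 HT-1080-IDH1KD cells (IDH1 knocked down), 750/well in RPMI with 5% FBS, treated with compound 48 h at 37 degrees C. Viability by CellTiter-Glo luminescence, normalised to DMSO and no-cell wells; concentration-response curves classed.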
# SW480 rerep: A quantitative high throughput screen for small molecules that induce DNA re-replication in SW480 colon adenocarcinoma cells; SW480 DNA re-replication, Hoechst DNA content imaging, 48 h; Potency, µM (doses to about 46.1 µM), for the others: at the highest dose re-replication activation, actives largely listed as activators; hit rate 1.8% among 340,000; note: potency is the fitted concentration of half-maximal effect; % of control where 0% means no effect; nearly all actives have a fitted effect of over 55% in size
#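 Treated cells incubate 48 hr (37 C, 5% CO2), are stained 40 min with Hoechst, and nuclear fluorescence is enumerated; a rise in nuclei with high DNA signal marks re-replication.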
# KB-V1 cytotox: qHTS assay for MDR1-selective chemotherapeutics: Primary screen using the drug-selected MDR subline cells KB-V1; Potency, µM (titrated, usually from 46.1 µM), for the others: top-dose activity change, negative = cytotoxicity, most hits filed as cytotoxic; KB-V1 MDR cells viability, CellTiter-Glo, 72 h; AID 1347076, 2019; hit rate 3.4% among 400,000; note: potency is the fitted concentration of half-maximal effect; % is set by controls: 0 for no effect and ±100 for the full control effect; nearly all actives have a fitted effect of over 60% in size
#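 Compound-treated KB-V1 multidrug-resistant cells, 72 h, 37 degrees C; viability by CellTiter-Glo. Fitted qHTS curves give the values.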
# KB-3-1 cytotox: qHTS assay for MDR1-selective chemotherapeutics: Primary screen using the parental adenocarcinoma cell KB-3-1 | Potency, µM (titrated, usually from 46.1 µM), for the others: at the top dose activity change, negative = cytotoxic, usual class: cytotoxic | KB-3-1 viability, CellTiter-Glo ATP luminescence, 72 h | hit rate 1.4% among 400,000; note: potency is the fitted concentration of half-maximal effect; % is set by controls: 0 for no effect and ±100 for the full control effect; nearly all actives have a fitted effect of over 60% in size
#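 Here the drug-naive KB-3-1 line serves as comparator for MDR sub-line selectivity; cells received compound titrations, 72 h at 37 °C, then CellTiter-Glo readout.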
# HT1080NT lethal: qHTS for induction of synthetic lethality in tumor cells producing 2HG: qHTS for the HT-1080-NT fibrosarcoma cell line; HT-1080-NT fibrosarcoma viability, CellTiter-Glo ATP luminescence, 48 h; Potency, µM (doses to about 46.1 µM), inactives show top-dose activity, negative = less viability, hits mostly cytotoxic; hit rate 1.6% among 360,000; AID 686970, 2013;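 note: NT is the 2HG producing partner of a matched IDH1 knockdown line; potency is the fitted concentration of half-maximal effect; 0% = DMSO-treated cells and -100% = media-only wells without cells; nearly all actives have a fitted effect of over 55% in size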
#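 Toxicity toward the 2HG-producing NT line was scored as %Activity, normalised to DMSO and no-cell wells, from CellTiter-Glo luminescence after 48 hours' treatment.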
# Active calls of the source: *; i = inactive; ? = inconclusive; nt = not tested or not shown; [ ] = another dose, or the depositor's remark. Unless noted, calls come from the whole dose curve; as a rule, active = well fitted curve in the direction sought with a large enough effect; inconclusive = small, poorly fitted or top-dose-only effect, or another doubt; inactive = no such curve, though single readings can be large; an effect the other way counts as inactive or inconclusive.
nr	SMILES	S2 tox	KB-3-1 cytotox	HT1080 IDH1KD tx	KB-V1 cytotox	MCF10A rerep	ATXN2 expr inh	HT1080NT lethal	SW480 rerep	IL1B secr inh
1	COc1cc(C(=O)Nc2c(C)cc(C)cc2C)c(-n2cnnn2)cc1OC	?	11%	0%	-23%	0%	-2%	2%	-9%	7
2	Cc1ccc2nc(-c3ccc(NC(=O)CSc4nc(N)cc(=O)[nH]4)cc3)sc2c1	i	?	12µM*	0%	10%	80%[activator]	9.2µM*	3.7µM*	0
3	CN1CCC23c4ccccc4NC1C21CCN(C)C3Nc2ccccc21	i	0%	1%	0%	-12%	1%	1%	-82%[inhibitor]	-16
4	COc1ccc(C2C([N+](=O)[O-])=C(C)N(C)C(=O)N2C)cc1OC (stereo not given)	i	?	0%	6%	1%	15%	3%	?	-7
5	COc1ccc(CNC(=O)c2ccc(N3CCCC3)c(NC(=O)NCc3ccc(C)cc3)c2)cc1	i	?	nt	-20%	nt	-6%	nt	nt	nt
6	CC(C)(C)NC(=O)NCc1cccnc1	nt	9%	2%	14%	-1%	-22%	3%	-5%	10
7	CCN(CC)CCCNC(=O)C1CCN(c2ncnc3c2sc2cccc(F)c23)CC1	i	?	?	11%	?	-29%	?	?	?
8	O=C(Nc1ccc(F)cc1F)c1cnn(-c2ccc(F)cc2)c1-n1cccc1	i	-3%	nt	-13%	nt	-6%	nt	nt	nt
9	CCOC(=O)c1c(NC(C)=O)sc2c(OCC(O)CNC(C)(C)C)c(Br)ccc12 (stereo not given)	nt	0%	-28%	?	?	nt	?	?	-72*
10	CC1CCCCN1C(=O)/C(=C\c1ccccc1)c1ccccc1 (stereo not given)	i	8%	-30%	0%	-4%	-18%	-5%	2%	-18
11	CCOc1ccc(CC(=O)Nc2ccc3nc(N4CCCCC4)cc(C)c3c2)cc1OCC	i	-27%	nt	-16%	nt	10%	nt	nt	nt
12	Cc1c(NC(=O)C(C)OC(=O)[C@@H](NC(=O)c2ccccc2)C(C)C)c(=O)n(-c2ccccc2)n1C (stereo not given in full)	i	10%	0%	0%	8%	-2%	-1%	-5%	18
13	O=C(CSc1ccc2c(c1)OCCO2)NCCN1C(=O)CSC1=O	i	0%	1%	?	0%	8%	0%	-4%	9
14	O=C(O)c1ccc(CNC(=S)Nc2ccccc2)cc1	i	-4%	4%	-14%	-5%	3%	4%	-6%	-19
15	COc1ccc(OCc2nnc(SCC(=O)O)n2N)cc1	i	-8%	17%	-4%	2%	5%	14%	1%	-9
16	Cc1ccccc1CN1CCCC(C(=O)Nc2ccccc2Oc2cccnc2)C1 (stereo not given)	i	-4%	-2%	19%	2%	nt	4%	-12%	-2
17	CC(C)c1nnc(SCC(=O)N2CCc3ccccc32)n1C	i	24%	-3%	?	13%	7%	7%	-2%	14
18	O=C(OCc1ccccc1)C1=[N+]([O-])OC(C(=O)OCc2ccccc2)C1c1c[nH]c2ccccc12 (stereo not given)	?	-14%	?	3%	?	?	?	?	?
19	O=C(Nc1cc(S(=O)(=O)N2CCCC2)ccc1Cl)c1ccncc1	nt	-2%	7%	-2%	-1%	nt	15%	-2%	3
20	CCc1cc(=O)oc2c(C)c(OCC(=O)N3CCCc4ccccc43)ccc12	i	-25%	?	?	-13%	-4%	-24%	6%	-20
21	CC1(C)OC(=O)C2=C(C[C@@H](CCOCc3ccccc3)O[C@H]2c2ccc(F)cc2)O1	i	-1%	-9%	?	nt	5%	-2%	nt	7
22	COc1cccc(-n2c(C)nc3c(cnn3-c3ccc(C)c(C)c3)c2=O)c1	i	?	nt	2%	nt	7%	nt	nt	nt
23	O=C(CCc1ccccc1)NCc1ccccn1	i	0%	5%	16%	-9%	15%	6%	-10%	23
24	CC(=O)Nc1ccc(S(=O)(=O)N(C)CC(=O)OCC(=O)N2CC(C)OC(C)C2)cc1 (stereo not given)	i	3%	5%	7%	3%	-1%	6%	-20%	31
25	COC(=O)c1cc2oc3ccccc3c2n1CC(=O)Nc1ccc(OC)c(OC)c1	i	1%	nt	0%	nt	5%	nt	nt	nt
26	O=C(CSc1nnc(CNC(=O)c2ccco2)o1)Nc1ccc(OC(F)(F)F)cc1	i	6%	2%	-10%	-3%	nt	0%	-5%	-21
27	Cc1cccc(C(=O)NCC(c2cccs2)S(=O)(=O)c2cccs2)c1 (stereo not given)	?	6%	nt	-5%	nt	-4%	nt	nt	nt
28	CC(C)CCNCC(=O)NC(c1ccccc1)c1ccccc1	i	1%	12%	-16%	-4%	-1%	19%	-4%	-12
29	Cn1nnc2cc(C(=O)NC3CCCCC3)ccc21	i	0%	15%	13%	-5%	18%	21%	-4%	30
30	COc1cc(CC(=O)OCC(=O)NC2CCCCCC2)cc(OC)c1OC	i	30%	5%	21%	3%	2%	-1%	-5%	13

# Whole records, looked up by structure. Order of values: S2 tox | KB-3-1 cytotox | HT1080 IDH1KD tx | KB-V1 cytotox | MCF10A rerep | ATXN2 expr inh | HT1080NT lethal | SW480 rerep | IL1B secr inh
# Entry for CC(C)CCNCC(=O)NC(c1ccccc1)c1ccccc1 : i | 1% | 12% | -16% | -4% | -1% | 19% | -4% | -12
# Entry for COc1cccc(-n2c(C)nc3c(cnn3-c3ccc(C)c(C)c3)c2=O)c1 : i | ? | nt | 2% | nt | 7% | nt | nt | nt

# Carrying on.
nr	SMILES	S2 tox	KB-3-1 cytotox	HT1080 IDH1KD tx	KB-V1 cytotox	MCF10A rerep	ATXN2 expr inh	HT1080NT lethal	SW480 rerep	IL1B secr inh
31	CC[C@]12c3[nH]c4cc(CCC(=O)N(C)C)ccc4c3CCN1C(=O)[C@@H](CC(=O)NCCc1ccccn1)C[C@@H]2C(=O)N1CCN(C(=O)c2ccco2)CC1	i	0%	9%	14%	?	24%	7%	3%	6
32	O=C(Cc1ccc(Cl)cc1)NNC(=S)NC(=O)c1cccs1	i	-2%	-18%	-21%	-1%	-17%	-9%	-12%	7
33	CCOC(=O)N1CCN(C(=O)CSc2nnc(COc3ccc(Cl)cc3)o2)CC1	i	-9%	-2%	-8%	0%	-18%	1%	-2%	-2
34	Cc1ccc(NC(=O)CNC(=O)c2ccc(Br)o2)nc1	i	20%	12%	?	0%	-10%	5%	-1%	0
35	CC(C)c1ccccc1NC(=O)COC(=O)c1cccnc1	i	1%	-5%	12%	0%	-6%	-3%	9%	-7
36	CC(=O)N/C(=C\c1ccccc1)C(=O)OCC(=O)N(CC(C)C)c1c(N)n(Cc2ccccc2)c(=O)[nH]c1=O	i	-5%	-3%	-9%	-16%	-6%	1%	-28%	-15
37	COC(=O)C1CCCN1C(=O)C12CC3CC(CC(C3)C1)C2 (stereo not given)	i	-11%	0%	-17%	10%	-15%	-8%	-2%	15
38	CCCN(CCC)C(=O)c1ccc2nc(-c3ccc(OC)c(OC)c3)c(-c3ccc(OC)c(OC)c3)nc2c1	i	5%	-7%	-6%	9%	nt	-16%	-4%	-12
39	C=CCNC(=O)c1c(C(F)(F)F)nn(C)c1Cl	i	-8%	4%	-9%	-1%	-6%	3%	-21%	17
40	CC(=O)N1CCN=C1SCc1c(F)cccc1Cl	i	0%	-2%	-10%	19%	-1%	-2%	20%	1
41	COc1ccc(-c2cnn3c(C)cc(C)nc23)cc1OC	?	15%	nt	10%	nt	15%	nt	nt	nt
42	CC(=O)Nc1ccccc1-c1nc2ccccc2n(CC(=O)c2ccc(Br)cc2)c1=O	i	5%	nt	2%	nt	-9%	nt	nt	nt
43	COc1cc(CCC(=O)Nc2ncc(C)s2)cc(OC)c1OC	?	10%	1%	9%	-5%	6%	13%	-13%	40
44	CCOC(=O)CNC(=S)n1ncnc1N	i	5%	11%	3%	-7%	5%	13%	5.8µM*	-13
45	COc1ccc(-c2nc(N/N=C(\C)c3ccc(O)cc3)c3ccccc3n2)cc1	?	?	?	?	?	?	?	?	-8
46	COc1ccccc1S(=O)(=O)NCc1ccc(C(=O)NC(C)c2ccccn2)cc1 (stereo not given)	i	2%	-1%	-11%	-1%	nt	19%	-7%	5
47	CC(C)CNC(=O)C1(C)CCCN1C(=O)C(C)(C)Oc1ccc(Cl)cc1 (stereo not given)	i	0%	9%	-18%	nt	-3%	5%	nt	42
48	CC1Cc2nc(SCC(=O)OCc3ccccc3)n(C)c(=O)c2S1 (stereo not given)	i	24%	0%	-8%	2%	-3%	8%	-19%	5
49	CN(C)c1ccc(-c2nnc(SCC3CCCO3)n2C)cc1 (stereo not given)	i	3%	5%	-4%	3%	3%	19%	?	7
50	COc1cc(/C=C(\C#N)c2ccccn2)ccc1OCc1ccc(Cl)cc1	i	0%	2%	-13%	?	0%	9%	19%	-12

# As entered above.
# Reading for CCc1cc(=O)oc2c(C)c(OCC(=O)N3CCCc4ccccc43)ccc12 in MCF10A rerep: -13%
# Reading for COc1cc(C(=O)Nc2c(C)cc(C)cc2C)c(-n2cnnn2)cc1OC in HT1080NT lethal: 2%
# Reading for CN(C)c1ccc(-c2nnc(SCC3CCCO3)n2C)cc1 (stereo not given) in ATXN2 expr inh: 3%
# Reading for COc1ccc(OCc2nnc(SCC(=O)O)n2N)cc1 in KB-3-1 cytotox: -8%

# Some of these compounds in order of the SW480 rerep value, ascending.
item	SMILES	SW480 rerep	IL1B secr inh
48	CC1Cc2nc(SCC(=O)OCc3ccccc3)n(C)c(=O)c2S1 (stereo not given)	-19%	5
43	COc1cc(CCC(=O)Nc2ncc(C)s2)cc(OC)c1OC	-13%	40
46	COc1ccccc1S(=O)(=O)NCc1ccc(C(=O)NC(C)c2ccccn2)cc1 (stereo not given)	-7%	5
50	COc1cc(/C=C(\C#N)c2ccccn2)ccc1OCc1ccc(Cl)cc1	19%	-12
